GALK inhibitor: blocks human galactokinase activity. P51570. Potency, µM (series often up to 57.5 µM), inactives show top-dose activity change, negative = inhibition, most hits filed as inhibitors. 270,000 tested, 0.007% active. Purified GALK, Kinase-Glo residual ATP luminescence; note: potency is the fitted concentration of half-maximal effect; % is set by controls: 0 for no effect and ±100 for the full control effect
Target sequence (P51570 whole entry, looked up): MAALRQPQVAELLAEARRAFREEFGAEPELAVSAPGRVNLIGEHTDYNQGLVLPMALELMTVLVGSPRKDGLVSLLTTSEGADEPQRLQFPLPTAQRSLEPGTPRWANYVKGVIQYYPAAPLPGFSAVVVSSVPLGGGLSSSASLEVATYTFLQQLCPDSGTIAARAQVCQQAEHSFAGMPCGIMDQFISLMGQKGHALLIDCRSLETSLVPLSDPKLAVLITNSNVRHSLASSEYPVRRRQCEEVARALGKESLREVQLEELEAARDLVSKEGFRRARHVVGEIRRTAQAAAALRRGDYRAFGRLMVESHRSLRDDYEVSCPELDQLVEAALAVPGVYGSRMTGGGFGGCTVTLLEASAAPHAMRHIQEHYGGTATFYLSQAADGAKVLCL
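Galactose (100 uM) and ATP (35 uM) were turned over by 5 nM GALK for 1 h at RT. Kinase-Glo Plus then converted the remaining ATP into a luminescent signal.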
MBNL1 CUG block: MBNL1-poly(CUG) RNA binding inhibition; Potency, µM (titrated, usually from 57.5 µM), for the others: at the top dose activity change, negative = inhibition, usual class: inhibitors; Q9NR56; TR-FRET MBNL1-His/biotin-(CUG)12 binding, 665/545 ratio; AID 2675; 280,000 tested, 0.036% active; active = well fitted inhibition curve with a large enough effect in the signal ratio, with a control signal flat, not every such curve was filed as active; inconclusive = small, poorly fitted or top-dose-only effect, or effect the other way, or a change in a side signal; inactive = no such curve, though single readings can be large or run the other way; the % refers to the signal ratio; note: potency is the fitted concentration of half-maximal effect; % is set by controls: 0 for no effect and ±100 for the full control effect
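MBNL1-His + Biotin-(CUG)12, cpd titration 92 nM–58 uM; Tb anti-His Ab 0.055 ng/ul, SA-XL665 5 nM (final); 60 min RT; ratiometric 665/545 nm, Ex 340 nm; normalized to buffer and full-complex controls.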
S-ASM inh: inhibitors of human secretory acid sphingomyelinase; AID 504937; 340,000 tested, 0.006% active; Potency, µM (top dose mostly 57.5 µM), inactives show at the top dose activity change, negative = inhibition, usual class: inhibitors; placental ASM, HMU-PC fluorogenic substrate, 60 min; note: potency is the fitted concentration of half-maximal effect
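Fluorescence read-out (Ex 386 nm, Em 447 nm) after stopping the reaction at pH 10. Enzyme: ASM from human placenta; substrate HMU-PC0, 9 uM final; 60 min, 37 °C. Compound preincubation 10 min, ambient temperature.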
Eya2 phos inh: inhibitors of human Eya2 phosphatase activity | 330,000 tested, 0.006% active | recombinant Eya2, OMFP fluorescence dephosphorylation (OMFP is methylfluorescein phosphate) | Potency, µM (doses to about 76.9 µM), for the others: at the top dose activity, negative = inhibition, most hits filed as inhibitors; note: potency is the fitted concentration of half-maximal effect; % is set by controls: 0 for no effect and ±100 for the full control effect
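Eya2 protein (added as 0.2 uM solution) was preincubated with compound for 10 min at ambient temperature in 50 mM HEPES pH 7.5, 50 mM NaCl, 5 uM MgCl2, 0.05% BSA, 1 mM DTT. OMFP (added at 50 uM) then reacted 10 min; fluorescence read at 485/525 nm.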
KCNH2 WT inh: blocks the wildtype human KCNH2 potassium channel | Q12809 | U2OS, BacMam KCNH2, thallium flux FluxOr; stronger effect = lower value | activity change, % at 1.84 µM | 340,000 tested, 0.37% active;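 active = maximum activity change below -70%; inconclusive = maximum activity change between -70% and -50%; inactive = maximum activity change above -50%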; note: % is set by controls: 0 for no effect and ±100 for the full control effect
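U2OS cells transduced with wild-type KCNH2 virus are loaded with FluxOr dye for 45 min, and thallium flux is measured in kinetic reads before and after stimulation buffer. Rate constants are normalized to DMSO controls.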
Menin MLL FP TR: displaces Texas Red mutant MLL peptide from human menin; O00255; Menin + Texas Red MLL mutant peptide, fluorescence polarization; 270,000 tested, 0.23% active; AID 1768; Potency, µM (highest dose often 61.6 µM), for the others: top-dose FP activity change, negative = inhibition, most hits filed as inhibitors; active = well fitted inhibition curve with a large enough effect in the polarisation, with a control signal flat, not every such curve was filed as active; inconclusive = small, poorly fitted or top-dose-only effect, or effect the other way, or a change in a side signal; inactive = no such curve, though single readings can be large or run the other way; the % refers to the polarisation; note: potency is the fitted concentration of half-maximal effect; % of control where 0% means no effect; many of its hits are not listed in these tables
BCR signal inh: blocks chronic active B-cell receptor signaling | Potency, µM (highest dose often 46.1 µM), inactives show top-dose ratio change, negative = lower green/red ratio, actives largely listed as inhibitors | 340,000 tested, 0.05% active | ABC-DLBCL IkBa-CBG/CBR reporter, luminescence ratio, 4 h | AID 493014; active = well fitted inhibition curve with a large enough effect in the signal ratio, with a control signal flat, not every such curve was filed as active; inconclusive = small, poorly fitted or top-dose-only effect, or effect the other way, or a change in a side signal; the % refers to the signal ratio;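 note: potency is the fitted concentration of half-maximal effect; plate controls were basal doxycycline-induced cells for no effect and cells given 10 µM MG132 for full effect; MG132 reads +100%, hits lower the ratio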
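Doxycycline induced both beetle luciferases in TMD8 lymphoma cells; IKK-driven degradation limits the IkappaBalpha-fused green signal, while red luminescence normalises for cell number and nonspecific effects. Compounds tested up to 46 uM, 4 hrs.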
TSHR antagonist: blocks TSH signaling through the human TSH receptor. TSHR-expressing cells, TSH-stimulated cAMP HTRF, 2 h; stronger effect = lower value. P16473. 330,000 tested, 0.2% active. activity change, negative = inhibition, % at 11.5 µM;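 active = activity change below a set negative limit, meaning inhibition stronger than a set level, cut at about -70% in these data; inconclusive = activity change between two set negative limits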; note: % is set by controls: 0 for no effect and ±100 for the full control effect
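TSHR-expressing cells, 200/well, pre-treated with compound, then stimulated with EC80 TSH (4nM final) for 2 hours at 37 deg C. cAMP measured by competitive HTRF: anti-cAMP cryptate antibody in lysis buffer plus cAMP-d2, read after 30 minutes at room temperature.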
Mito fusion yeast: mitochondrial division inhibition or fusion activation. Potency, µM (highest dose often 46.1 µM), for the others: at the highest dose growth rescue (activation), actives largely listed as activators. 320,000 tested, 0.23% active. S. cerevisiae fusion-defective mutant growth rescue, CellTiterGlo 48 h. AID 485298;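 note: potency is the fitted concentration of half-maximal effect; % of control where 0% means no effect; nearly all actives have a fitted effect of over 45% in size; temperature-sensitive fusion mutants such as fzo1-1 at 37 °C on non-fermentable ethanol glycerol medium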
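Read-out: ATP-based luminescence (CellTiterGlo, 10 min ambient) reporting growth of fusion-defective ts yeast after 48 hours at 37C on glycerol/ethanol YPEG medium in the presence of compound.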
USP2a block: USP2a (human) protease inhibition. O75604. USP2 core, Ub-CHOP2 coupled fluorogenic reporter, 485/531. 330,000 tested, 0.01% active. Potency, µM (doses to about 38.3 µM), for inactives: at the top dose activity change, negative = inhibition, most hits filed as inhibitors;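 note: potency is the fitted concentration of half-maximal effect; plate controls were DMSO wells for no effect and full inhibition by NEM control for full effect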
Target sequence (O75604 whole entry, looked up): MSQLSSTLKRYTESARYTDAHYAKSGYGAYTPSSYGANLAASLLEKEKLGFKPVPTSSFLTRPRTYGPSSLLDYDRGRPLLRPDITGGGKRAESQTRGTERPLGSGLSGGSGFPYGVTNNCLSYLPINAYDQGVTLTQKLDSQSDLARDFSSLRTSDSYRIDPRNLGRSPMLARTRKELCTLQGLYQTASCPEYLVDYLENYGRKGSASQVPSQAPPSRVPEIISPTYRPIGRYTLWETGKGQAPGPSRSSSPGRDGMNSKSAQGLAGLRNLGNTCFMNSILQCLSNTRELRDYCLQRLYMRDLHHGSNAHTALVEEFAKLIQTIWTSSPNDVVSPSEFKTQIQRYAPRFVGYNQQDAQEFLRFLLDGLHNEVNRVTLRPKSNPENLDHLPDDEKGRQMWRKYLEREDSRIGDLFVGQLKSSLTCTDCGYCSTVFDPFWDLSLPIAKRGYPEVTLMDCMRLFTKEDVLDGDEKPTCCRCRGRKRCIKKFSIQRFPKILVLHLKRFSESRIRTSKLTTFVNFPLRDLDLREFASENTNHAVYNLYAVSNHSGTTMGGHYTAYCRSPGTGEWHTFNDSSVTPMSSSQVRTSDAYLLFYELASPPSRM
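Deubiquitinase activity read as fluorescence (485/531 nm) after Ub-CHOP2 cleavage activates the enterokinase reporter on its substrate; USP2 core 10nM, Ub-CHOP2 and substrate 25nM each, 30min compound preincubation then 60min RT; data normalized to NEM, curves fitted.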
PKM2 act: PKM2 (human) enzyme activation; AID 1631; 260,000 tested, 0.34% active; P14618; purified PKM2, Kinase-Glo ATP luminescence, activation; response scale: 0% is enzyme alone, no compound; Potency, µM (top dose mostly 57.5 µM), inactives show at the top dose activation, actives largely listed as activators; note: potency is the fitted concentration of half-maximal effect; % is set by controls: 0 for no effect and ±100 for the full control effect; nearly all actives have a fitted effect of over 55% in size
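hPK-M2, >95% pure; 0.1 mM ADP / 0.5 mM PEP final; imidazole pH7.2 buffer w/ 7 mM MgCl2, 50 mM KCl; 1 h RT; Kinase-Glo lum. Intermediate enzyme activity for dual inhibitor/activator qHTS.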
An asterisk follows results filed as active; ? = inconclusive; / = not tested or not shown; [ ] = remark or other dose. Unless noted, calls come from the whole dose curve; as a rule, active = well fitted curve in the direction sought with a large enough effect; inconclusive = small, poorly fitted or top-dose-only effect, or another doubt; inactive = no such curve, though single readings can be large; an effect the other way counts as inactive or inconclusive. An excerpt; count on the stated rates, not on these rows.

canonical_smiles | GALK inhibitor | MBNL1 CUG block | S-ASM inh | Eya2 phos inh | KCNH2 WT inh | Menin MLL FP TR | BCR signal inh | TSHR antagonist | Mito fusion yeast | USP2a block | PKM2 act
CCOc1ccc(C(=O)N(CN2CCCC2=O)c2ccccc2)cc1 | 4% | -14% | -1% | -3% | -2 | -22% | ? | 22 | 1% | -7% | -6%
Clc1ccccc1OCc1nnc(-c2ccccc2Br)o1 | 1% | 17% | -5% | -15% | -5 | 3% | ? | -5 | -2% | -8% | -6%
CCCN(Cc1cc2cc(C)ccc2[nH]c1=O)S(C)(=O)=O | -3% | 3% | 0% | 0% | -1 | -6% | ? | -12 | 2% | 2% | -1%
O=C1CCCCCN1CP(=O)(O)CN1CCOCC1 | -1% | -5% | / | 1% | / | -11% | 1% | -9 | -4% | -2% | -1%
O=C(Cn1cnc2ccccc21)N1CCN(S(=O)(=O)c2ccccc2)CC1 | 12% | -5% | 5% | -24% | -10 | -2% | -6% | 2 | 2% | -1% | -2%
Cc1cccc(CN2CCN(C(=O)CCc3nnc(C4CCCCC4)o3)CC2)c1 | 7% | 15% | 4% | -1% | -3 | 0% | 0% | -6 | 2% | 4% | -1%
COc1ccc(-c2nc3ncccn3c2Nc2ccccc2)cc1 | -2% | / | 5% | 2% | 3 | -21% | 5% | -13 | 12% | 1% | 17%
Cc1nn(CCCC(=O)NCCc2ccccc2)c(C)c1[N+](=O)[O-] | -8% | / | 3% | -23% | -4 | 4% | 1% | -3 | -1% | 0% | -1%
Cc1ccc(NC(=O)NNC(=O)C2CCN(Cc3ccc(F)cc3Cl)CC2)cc1 | 1% | -16% | -10% | 1% | 33 | -19% | 0% | 14 | 6% | 0% | 0%
Oc1c(-c2cc(-c3ccco3)[nH]n2)ccc2ccccc12 | 1% | -2% | 97%[activator] | 1% | 2 | ? | ? | -20 | ? | 1% | -4%
CCCCc1nc(C(N)=O)c2[nH]c(=O)n(-c3ccc(OC)cc3OC)c2n1 | 2% | -1% | 115% | 13% | 24 | -20% | 1% | 19 | 16% | 1% | /
O=C(Nc1ccc(S(=O)(=O)N2CCCC2)cc1)c1ccc(CN2CCc3ccccc3C2)cc1 | 0% | ? | 2% | 0% | 14 | 12% | 8% | -27 | 15% | -10% | 5%
COc1cc(OC)cc(C(=O)Oc2c(CN3CCOCC3)cc(Cl)c3cccnc23)c1 | -3% | / | 0% | 4% | 0 | / | ? | -10 | 4% | 3% | -2%
O=C(NC1CCCCC1)N1CCc2ccccc21 | -1% | 4% | 3% | -8% | -3 | 13% | ? | -13 | 7% | 5% | -13%
O=C1CN(C(=O)c2ccccc2)C(c2ccc(F)cc2)c2cc(Br)ccc2N1 (stereo not drawn) | -3% | 13% | -9% | 6% | -9 | 0% | 0% | -2 | 1% | -2% | /
CCc1nnc(NS(=O)(=O)c2ccc(NCc3ccccc3O)cc2)s1 | -1% | -5% | -4% | -13% | 0 | 23% | -2% | -4 | -3% | -1% | 15%
O=C(CCCOc1ccc(Cl)cc1Cl)N1CCc2ccccc2C1 | 1% | -5% | -2% | 4% | -4 | -1% | -10% | -37 | ? | -14% | 1%
COc1ccc(C2NC(=S)NC(C)=C2C(=O)Nc2ccccn2)cc1 (stereo not drawn) | 5% | -10% | 2% | 10% | -15 | 11% | 6% | 4 | 2% | 1% | -1%
Cc1ccnc2nc(C(=O)Nc3cc(Cl)ccc3N3CCOCC3)nn12 | 0% | 4% | -8% | 4% | -7 | -7% | 1% | 7 | 6% | 1% | 0%
CCOC(=O)c1c(NC(=O)CSc2nnnn2-c2ccccc2OCC)sc2c1CC(C)(C)NC2(C)C | / | / | -5% | 1% | -19 | / | -20% | 9 | 17% | 1% | /
O=C(O)CN1C(=O)C2C3CC(C2C1=O)C1C(c2ccccc2)c2sc(=O)[nH]c2SC31 (stereo not drawn) | 1% | / | 8% | -2% | 6 | 0% | -1% | 5 | -2% | 5% | -6%
Nc1ccc(C(=O)N/N=C\C=C\c2cccc([N+](=O)[O-])c2)cc1 | -2% | ? | -3% | -1% | -7 | 16% | -6% | -5 | -5% | -1% | -2%
Cc1ccc(-n2cnc(=O)c3cccnc32)cc1 | / | 3% | 0% | 8% | 28 | 0% | -10% | 17 | 0% | 2% | -5%
CCN(CC)c1nc2cc(OC)ccc2cc1C#N | 3% | -4% | 290%[activator] | -22% | -2 | 3% | 0% | -7 | -2% | -1% | 2%
N#Cc1cccc(NC(=O)CSc2ccc3c4c(cccc24)C(=O)c2ccccc2-3)c1 | 0% | ? | -4% | -2% | -100* | -2% | ? | 15 | 9% | 3% | 7%
Cc1cccc(C)c1NC(=O)C1(NC(=O)C2CCC(=O)N2)CCCCC1 (stereo not drawn) | 3% | 0% | 5% | 6% | 3 | 4% | 1% | 8 | -3% | 0% | 3%
CN(c1ccccc1)S(=O)(=O)c1cccc(NC(=O)CSc2nncn2C)c1 | -3% | -3% | 0% | 2% | -7 | -9% | 1% | 0 | -4% | 0% | 0%
CCOC(=O)c1c(NC(=S)Nc2ccccc2C)sc2c1CCC2 | 0% | 17% | -8% | 2% | -4 | -10% | ? | 5 | -5% | 3% | 2%
O=C(NCC1CCCO1)c1ccc(NS(=O)(=O)c2ccccc2)cc1 (stereo not drawn) | 1% | 5% | -3% | -7% | 13 | 8% | 0% | 16 | 4% | 4% | 0%
CC(NC(=O)COC(=O)[C@@H]1CCCN1S(=O)(=O)c1ccccc1F)C12CC3CC(CC(C3)C1)C2 (stereo partly drawn) | 0% | / | 0% | -12% | -6 | -4% | 5% | 45 | -3% | -4% | -1%
COc1cc(OC)cc(C2=NC3(CCC(C)CC3)NC2=S)c1 (stereo not drawn) | 0% | 9% | -9% | 6% | 0 | 13% | ? | 4 | 5% | 9% | 3%
O=C(CC1NCCNC1=O)Nc1ccccc1 (stereo not drawn) | 11% | -11% | 2% | -2% | -15 | 20% | 2% | 0 | 0% | 0% | 3%
Cc1ccc(N(Cc2ccc(C(=O)Nc3c(C)n(C)n(-c4ccccc4)c3=O)cc2)S(C)(=O)=O)cc1C | -1% | -1% | 0% | -8% | 4 | -2% | 0% | 7 | ? | 3% | 0%
Nc1ccc(-c2sc(N)nc2-c2ccccc2)cc1 | -1% | 13% | 22% | -11% | 6 | / | -6% | 9 | 0% | 2% | 12%
Cc1ccc(CN2CCN(Cc3cnc(C)[nH]3)CC2CCO)cc1 (stereo not drawn) | 3% | -4% | 2% | 1% | 22 | -7% | -5% | 5 | 3% | 0% | -5%
C=CCOc1ccc2ccccc2c1CNn1cn[nH]c1=S | 0% | 15% | 2% | 6% | -7 | 15% | ? | -4 | -11% | 1% | -9%

Just PKM2 act and USP2a block, for 4 of the compounds above:
Molecule,PKM2 act,USP2a block
Cc1ccc(N(Cc2ccc(C(=O)Nc3c(C)n(C)n(-c4ccccc4)c3=O)cc2)S(C)(=O)=O)cc1C,0%,3%
Nc1ccc(-c2sc(N)nc2-c2ccccc2)cc1,12%,2%
Cc1ccc(CN2CCN(Cc3cnc(C)[nH]3)CC2CCO)cc1 (stereo not drawn),-5%,0%
C=CCOc1ccc2ccccc2c1CNn1cn[nH]c1=S,-9%,1%
